b-catenin transl: alters nuclear translocation of beta-catenin in HeLa cells | immunofluorescence imaging | nuclear translocation activity, % at 5 µM | 190,000 tested, 0.3% active;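 active means nuclear translocation activity above 50% at 5 µM, with a well cell count of 50 or more; inconclusive means wells under 50 cells across six images, flagged as toxic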;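 further: per-cell ratio of nuclear to cytoplasmic median beta-catenin stain intensity; plate controls were DMSO negative control for no effect and GSK-3 inhibitor IX positive control for full effect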
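Read-out: Nuclear/cytoplasmic beta-catenin signal ratio, % activation | Assay system: Human HeLa cell line | Times: 24 h compound exposure at 37°C, 5% CO2 | Signal: Fluorescence imaging of beta-catenin antibody stain plus DAPI | Dosing: 5 µM primary, 0.02–20 µM confirmation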
MT stabilizer: microtubule stabilizers in HeLa cells; 200,000 tested, 0.83% active; % tubulin-high responders, % at 10 µM; HeLa tubulin immunostaining HCS, 24 h; share of cells brighter than vehicle mean+2SD; AID 2205;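 active means plate Z-score above 3 for both tubulin-high and condensed-nucleus cell shares, with cell loss under 80%, at 10 µM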;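 further: anti alpha tubulin signal scored within the nucleus-defined area of each cell; some results filed as inactive read as strong as hits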
Dynein transport: dynein cargo transport inhibition; 3617.4 mouse cells, GR-EGFP nuclear translocation imaging; test concentration mostly 20 µM; stimulated with dexamethasone, 1 µM; stronger effect = lower value; z-score, hits read low; 220,000 tested, 0.47% active; AID 1381;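 active means plate z-score of nuclear minus cytoplasmic receptor signal below a set negative limit, without overly bright fluorescence or cell loss, cut at about -3.5 in these data, passing the limit was not always enough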;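 further: z-score of nuclear minus cytoplasmic ring GR-EGFP intensity difference per well; some compounds called inactive have numbers as strong as hits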
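Medium: Induction medium lacking tetracycline, stripped serum | Probe or stimulus: 1.0 µM final dexamethasone stimulus | Schedule: 48 h induction, then 1 h compound, then 30 min agonist, 37 °C | Signal: Automated 10x imaging of fixed Hoechst-stained cells | Evaluation: Per-cell GR-EGFP intensity, nucleus versus surrounding cytoplasmic ring, well-averaged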
WT yeast gro inh: growth inhibition of WT yeast, mitochondrial fusion screen | mitochondrial fusion phenotypic screen, WT strain | inhibition, % at 10 µM | 190,000 tested, 2.1% active; in the data active means inhibition above about 58%; tested in S. cerevisiae
Yfh1-off respiration: mitochondrial function rescue without frataxin homolog – Friedreich's ataxia, plus single-dose screen, dose response (AID 1465); S. cerevisiae Yfh1-off respiration, WST-1 reduction, 72 h; higher fold induction means a stronger effect; one-dose fold induction at 50 µM; EC50 in µM for titrated hits; 220,000 tested, 0.074% active;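 active means fold induction of absorbance versus untreated yeast above a set limit, then at least 30% activation at any dose in follow-up; inconclusive means repeats straddling the limit, or above it without dose testing; inactive means fold induction below the set limit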;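 further: activators that raise dye reduction in frataxin-depleted yeast; strong numbers were not always called active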
Insulin prom up: MIN6 insulin promoter up-regulation; MIN6 insulin promoter-GFP reporter, high-content imaging; stronger effect = higher value; z-score at 5 µM; 190,000 tested, 0.3% active;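 active means z-score above 3 at 5 µM with at least 500 cells counted in the well; inconclusive means wells under 500 cells, flagged as cytotoxic or low count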
HIV fusion peptide: cell-free HIV fusion peptide-binding blockers – biochemical, uHTS, fluorescence dequenching, primary screen (AID 1986); cell-free peptide binding, fluorescence dequenching, 30 min; higher % means a stronger effect; inhibition, % at 20 µM, or IC50 in µM where a hit was titrated; 290,000 tested, 0.3% active; in the data active means inhibition mostly above about 52%, no sharp cut-off; inactive means mostly below about 76%; further: some results filed as inactive read as strong as hits
AID2073: inhibitors of Mint1-CaV2.2 protein interaction, biochemical, HTRF (AID 2073) | one-dose inhibition, % at 20 µM; IC50 in µM for titrated hits | HTRF protein-protein interaction, Mint1-CaV2.2; higher % means a stronger effect | 290,000 tested, 0.19% active; in the data active means inhibition mostly above about 51%, no sharp cut-off; inconclusive means no clear call, values can overlap the other calls; inactive means mostly below about 53%; further: some results filed as inactive read as strong as hits
Autophagy HCS: autophagy modulation, high-content screen. MEF GFP-LC3 puncta imaging; test concentration mostly 10 µM. calls only at 10 µM (by protocol). 190,000 tested, 0.98% active;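 active means percentage of spot-positive cells more than 3 SD above its plate mean, without a fluorescence outlier flag or 80% toxicity; inconclusive means no clear call, values can overlap the other calls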;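 further: spot-positive cell cutoff set from DMSO-treated cells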
WT yeast gro inh mutant strain: further read-out of WT yeast gro inh, marked with its call; inhibition, %; mitochondrial fusion phenotypic screen, mutant strain inhibition
Dynein transport cytoplasmic EGFP: further read-out of Dynein transport, marked with its call; z-score; measured here: cytoplasmic GR-EGFP intensity; stronger effect = higher value
Dynein transport nuclear GR-EGFP: second read-out of Dynein transport, no call of its own (marks repeat the call); z-score; measured here: nuclear GR-EGFP intensity;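 lower value marks the stronger effect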
Dynein transport cell count: also measured in Dynein transport; calls as there; z-score; measured here: cell count per field
Insulin prom up cell count: recorded beside Insulin prom up, whose call it bears; cell count; measured here: cytotoxicity, nuclei count;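 total cells summed across four imaged fields per well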
b-catenin transl cell count 5 µM: also measured in b-catenin transl; calls as there; cell count; measured here: cell count, cytotoxicity flag
MT stabilizer Hoechst-high %: also measured in MT stabilizer; calls as there; % Hoechst-high responders; measured here: nuclear condensation Hoechst responders;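 share of cells brighter than vehicle mean plus two SD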
MT stabilizer cytotoxicity %: recorded beside MT stabilizer, whose call it bears; toxicity, %; measured here: cytotoxicity by cell density;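 0% = mean cell density of plate MIN control wells and 100% = no cells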
Autophagy HCS cell loss 18 h: further read-out of Autophagy HCS, marked with its call; toxicity, %; measured here: cell loss, nuclei count;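 cell loss after 18 h compound exposure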
Numbers without * were called inactive; i = inactive; u = inconclusive; x = not tested or not shown.

Every second line gives: b-catenin transl | b-catenin transl cell count 5 µM | MT stabilizer | MT stabilizer Hoechst-high % | MT stabilizer cytotoxicity % | Dynein transport | Dynein transport cytoplasmic EGFP | Dynein transport nuclear GR-EGFP | Dynein transport cell count | WT yeast gro inh | WT yeast gro inh mutant strain | Yfh1-off respiration | Insulin prom up | Insulin prom up cell count | HIV fusion peptide | AID2073 | Autophagy HCS | Autophagy HCS cell loss 18 h
> Cc1ccc2oc(-c3ccc(NC(=O)CC(C)C)cc3)nc2c1
    -7.1 | 968 | 1.7 | 2.1 | 8.4 | 0.637 | -0.213 | 0.00769 | 0.32 | 8.9 | -6.8 | i | -0.49 | 1056 | 0.8% | 24.0% | i | -4.7
> CCc1cccc(C)c1NC(=O)CSc1nc(-c2ccccc2F)nc2nc[nH]c12
    -1.8 | 555 | 1.9 | 3.4 | 9.9 | 1.85 | -0.26 | 0.433 | -0.943 | -4.1 | -17.2 | i | 0.15 | 1338 | -0.8% | 2.1% | i | -7.3
> CCSc1nnc(-c2ccccc2NC(=O)CC)c(=O)[nH]1
    -6.2 | 1087 | 2.0 | 1.6 | 8.6 | -0.123 | -0.177 | -0.00779 | 0.606 | -5.7 | -2.5 | i | x | x | 4.4% | 3.5% | i | -5.4
> O/N=C/c1ccn(-c2ccc(Br)cc2)c1
    -2.6 | 1139 | 2.3 | 1.6 | 4.3 | 0.592 | -0.128 | 0.487 | -0.828 | 3.0 | -2.1 | i | 0.31 | 1093 | -2.6% | 6.2% | i | 6.0
> Cc1ccc(OCc2nc(-c3ccccn3)n[nH]2)cc1
    -2.6 | 1160 | 1.0 | 1.0 | 2.7 | 0.636 | 0.169 | 0.753 | -1.94 | 17.0 | -1.1 | i | 0.34 | 992 | 0.2% | -3.8% | i | 16.9
> Cc1cc(-n2[nH]c(C)c(C)c2=O)nc(-c2ccccc2O)n1
    -2.9 | 967 | 4.9 | 1.9 | 2.0 | -0.584 | -0.111 | -0.0651 | -0.409 | 1.7 | -3.6 | i | -0.55 | 1118 | -3.2% | 7.9% | i | -37.9
> CC1(C)c2cc(Cl)ccc2-n2c1cc(O)c(-c1ccccc1)c2=O
    -0.6 | 1316 | x | x | x | -0.828 | -0.194 | -0.0366 | 0.739 | x | x | i | -1 | 1073 | 2.8% | 7.7% | x | x
> NS(=O)(=O)c1ccc(CCNC(=O)CN2CCN(c3ccccc3O)CC2)cc1
    -2.5 | 1126 | 5.3 | 1.6 | 9.0 | 0.0226 | -0.12 | 0.0816 | -0.614 | -3.5 | -15.4 | i | 0.92 | 1518 | 5.4% | 6.8% | i | 6.5
> N=C1C(c2nc3ccccc3[nH]2)=C(O)CN1c1ccc(F)cc1
    x | x | 1.6 | 0.8 | 7.6 | 1 | -0.265 | 0.584 | 0.466 | 6.3 | 1.7 | i | 0.42 | 911 | 0.3% | 10.4% | i | -8.0
> CC1(C)C(=O)OC(/C=C\c2cccc([N+](=O)[O-])c2)C(C)(C)C1=O (stereo not drawn)
    0.8 | 1491 | 3.7 | 3.7 | 4.5 | -0.183 | -0.171 | 0.243 | 0.535 | -5.3 | 11.4 | i | 0.42 | 1499 | -1.3% | -7.2% | i | -3.4
> CN(C)S(=O)(=O)c1ccc(NC(=O)N2CCN(c3cccc(C(F)(F)F)c3)CC2)cc1
    -1.8 | 1130 | 2.0 | 1.5 | 0.1 | 0.378 | -0.218 | -0.38 | -0.374 | -6.5 | -2.3 | i | 0.4 | 1753 | -1.0% | 1.7% | i | 7.3
> COC(=O)c1ccc(NC(=O)Cn2nnc(-c3cccs3)n2)cc1
    0.7 | 1097 | 2.5 | 2.2 | 9.5 | 0.265 | -0.299 | -0.486 | 0.659 | 2.5 | -17.4 | i | -0.14 | 1270 | 6.5% | 23.4% | i | 31.6
> COc1ccc(C2C(C(=O)Nc3cc(C)on3)c3ccccc3C(=O)N2C)cc1 (stereo not drawn)
    -5.3 | 932 | 3.8 | 1.5 | 4.9 | -0.34 | -0.191 | 0.131 | -0.25 | -2.1 | 1.4 | i | 0.19 | 1445 | 1.0% | -2.3% | i | -10.5
> COc1ccccc1CN(Cc1nc2ccccc2c(=O)[nH]1)S(=O)(=O)c1ccc(C)cc1
    -0.4 | 1138 | 1.7 | 2.1 | 9.6 | 0.54 | 0.0193 | 0.438 | -0.00765 | 20.3 | 18.2 | i | -0.22 | 979 | -1.0% | -6.8% | i | -9.6
> CCOc1cccc(-c2cc(=O)[nH][nH]2)c1
    -1.1 | 485 | 3.0 | 1.7 | 2.5 | 0.209 | -0.254 | 0.0674 | 0.985 | -1.3 | -4.1 | i | x | x | 8.9% | 2.5% | i | -3.5
> CC(=O)Nn1c(C)nnc1-n1nc(C)cc1C
    -0.5 | 1085 | 3.3 | 2.8 | 9.4 | -0.364 | -0.175 | 0.374 | 0.0456 | 14.5 | 2.5 | i | 0.36 | 1139 | -0.2% | -4.4% | i | -3.3
> O=C(NCCN1CCN(c2ccccc2)CC1)C1CCCN(S(=O)(=O)c2cnc[nH]2)C1 (stereo not drawn)
    x | x | 3.4 | 2.6 | 6.2 | 1.23 | -0.156 | 0.862 | -0.371 | -1.1 | -5.2 | i | 1.16 | 871 | -2.4% | 2.0% | i | 15.2
> O=c1[nH]cnc2ccc([N+](=O)[O-])cc12
    -0.8 | 1370 | x | x | x | 0.184 | -0.228 | 0.751 | -0.571 | x | x | i | 0.21 | 968 | -1.9% | 4.2% | x | x
> Cc1sc2ncnc(OCC(=O)N3CCN(S(=O)(=O)c4ccc(Cl)cc4)CC3)c2c1C
    x | x | 2.4 | 2.9 | 16.8 | -0.959 | -0.227 | 0.125 | 0.0405 | -5.8 | 8.3 | i | 0.15 | 1283 | 1.4% | -7.0% | i | 1.7
> O=C(Cn1c(CSc2ccccc2)nc2ccccc21)Nc1ccccc1
    x | x | 2.4 | 1.4 | 7.6 | 0.123 | -0.173 | 0.355 | -0.636 | x | x | i | x | x | 1.9% | 5.2% | i | -4.0
> COc1ccc(CC(=O)N2CCN=C2SC)cc1OC
    -3.3 | 989 | 4.2 | 3.3 | 6.9 | -0.218 | -0.263 | 0.454 | -0.732 | -4.5 | -2.4 | i | -0.26 | 1550 | -1.6% | 4.7% | i | 0.5
> O=S(=O)(/C=C/c1ccccc1)NCCc1ccccn1
    -3.0 | 876 | 5.4 | 1.7 | 5.9 | -0.847 | -0.179 | -0.188 | -0.0166 | 15.4 | 10.7 | i | -1.19 | 1421 | 1.6% | 3.5% | i | 15.3
> COc1ccc(-n2cnnc2SC(C)c2nc3sc(C)c(C)c3c(=O)[nH]2)cc1 (stereo not drawn)
    -0.3 | 1127 | 1.4 | 0.8 | 4.9 | -0.556 | -0.163 | -0.362 | 0.616 | 4.8 | 5.4 | i | -0.98 | 1203 | 0.1% | 19.0% | i | 3.2
> CN(CCC#N)C(=O)c1ccc(CNS(=O)(=O)c2ccc(F)cc2)cc1
    0.5 | 1358 | 2.1 | 2.4 | 3.2 | -0.829 | 0.778 | -0.356 | 0.43 | 3.8 | 6.6 | i | 0.2 | 1558 | -0.7% | u | i | 4.3
> O=C(CSc1n[nH]c(=O)[nH]c1=O)NCC1CCCCC1
    0.5 | 1284 | x | x | x | -1.19 | -0.18 | -0.522 | 0.605 | x | x | i | 0.04 | 1188 | 0.9% | 1.0% | x | x
> CCOC(=O)C1=C(C)NC(C)=C(C(=O)OCC)C1C(=O)OCC(=O)N1CCCCC1CC (stereo not drawn)
    -1.4 | 1208 | 3.0 | 1.5 | 4.8 | 2.44 | -0.127 | 1.4 | -1.89 | -4.0 | 12.9 | i | -0.47 | 1151 | 3.0% | 6.7% | i | -1.7
> C/C(=N\NC(=O)CNC(=O)C1COc2ccccc2O1)c1ccc(Cl)cc1 (stereo not drawn)
    0.2 | 1294 | x | x | x | 0.018 | -0.286 | -0.0508 | 0.901 | x | x | i | 0.55 | 1059 | -0.8% | 3.1% | x | x
> COc1ccc(C=O)cc1OS(=O)(=O)c1ccc(NC(C)=O)cc1
    2.0 | 705 | 8.1 | 2.3 | 13.4 | 0.353 | 0.0134 | 0.341 | 0.242 | -1.2 | -6.3 | i | -0.38 | 1225 | 3.1% | 15.4% | i | 3.5
> COCCCNC(=O)CN1C(=O)/C(=C\c2ccc(C)cc2)Sc2ccccc21
    0.4 | 913 | 4.2 | 4.4 | 3.2 | 0.229 | -0.303 | -0.0165 | -0.245 | 0.9 | 4.1 | i | 0.38 | 1217 | -3.4% | -27.8% | i | 6.3
> COc1ccccc1C1NC(=O)NC(C)=C1C(C)=O (stereo not drawn)
    x | x | 2.0 | 1.3 | 3.3 | -0.945 | -0.219 | -0.456 | 1.61 | -5.2 | -4.7 | i | x | x | x | x | i | -15.2
> CCOC(=O)c1c(NC(=S)Nc2ccc(Cl)cc2)sc2c1CCN(C)C2
    -0.1 | 949 | 3.6 | 3.3 | 7.1 | -0.287 | 0.193 | 0.364 | -1.2 | 18.0 | 8.1 | i | -0.27 | 2057 | 23.1% | -17.8% | i | 13.0
> Cc1ccc(-c2nc(-c3ccccn3)sc2CC(=O)O)cc1
    -0.6 | 1407 | x | x | x | 0.592 | -0.645 | 0.142 | -1.12 | x | x | i | 0.09 | 996 | -0.2% | -3.4% | x | x
> COCCNC(=O)c1cccc(Nc2nc(-c3ccccc3)c3cc(Cl)ccc3n2)c1
    5.2 | 1026 | 1.9 | 2.1 | 7.5 | 0.472 | -0.208 | 0.374 | 0.0799 | 60.6* | 8.6* | i | -1.07 | 1333 | 1.2% | 54.5%* | i | 1.5

Bioassay records (PubChem BioAssay)
